CCT modulator: modulators of cytosolic chaperonin (CCT/TRiC) activity. purified chaperonin ATPase assay, HTRF ADP detection, 30 min. activity change, % (concentration not given with the values), hits read low. 0.3% of 360,000 active. AID 651819; in the data active = activity change below about -30%; also: % is scaled to controls: 0 for no effect and ±100 for the full control effect
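We incubate TRiC, 40 or 20 nM final, with library compounds at 76 uM and 10 uM ATP for 30 min at 37 °C. ADP formed is detected with Transcreener HTRF reagents after 30 min at room temperature.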
D3 antag: D3 dopamine receptor (human) antagonism | P35462 | max response, negative = inhibition, % | 2.5% of 360,000 active | D3R cells, DiscoveRx beta-arrestin luminescence, antagonist mode; active compounds read low; in the data active = max response below about -50%; inconclusive = no clear call, values can overlap the other calls; also: % is scaled to controls: 0 for no effect and ±100 for the full control effect; mostly tested at two doses, the higher about 12 µM
Target sequence (P35462 whole entry, looked up): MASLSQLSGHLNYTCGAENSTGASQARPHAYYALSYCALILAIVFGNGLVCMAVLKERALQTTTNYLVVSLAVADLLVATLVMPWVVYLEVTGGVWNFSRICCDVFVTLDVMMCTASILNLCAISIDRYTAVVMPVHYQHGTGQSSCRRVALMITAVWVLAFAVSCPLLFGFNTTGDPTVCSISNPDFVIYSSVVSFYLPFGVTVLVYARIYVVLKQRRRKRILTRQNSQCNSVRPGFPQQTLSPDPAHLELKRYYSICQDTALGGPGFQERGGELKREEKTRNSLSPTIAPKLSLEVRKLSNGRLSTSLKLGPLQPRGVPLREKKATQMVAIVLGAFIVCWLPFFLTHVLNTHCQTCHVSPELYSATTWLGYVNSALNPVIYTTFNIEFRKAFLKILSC
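Cells plated overnight at 1500 cells/well, then exposed to library compounds with dopamine controls for 90 minutes at 37 degrees C. DiscoveRx reagent added for 30–60 minutes at room temperature; luminescence read, quantitative HTS format.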
pAkt inh: blocks phosphorylation of Akt; Neuro2A IGF-stimulated pAkt S473 HTRF, 20 min; active compounds read low; activity change, % for hits at 50 µM; 0.32% of 360,000 active; AID 651550; in the data active = activity change below about -80%; inconclusive = mostly about -51% to -80%; also: % is scaled to controls: 0 for no effect and ±100 for the full control effect
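Single-point screen (50 µM final compound) in Neuro2A cells stimulated 20 min with 6 nM IGF at 37 deg C. After lysis, Ser473-phosphorylated Akt read by HTRF (ex 330 nm, em 615/665 nm) as the 665/615 ratio.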
EPAC2 ag: EPAC2 (human) agonism. Potency, µM (highest dose often 154 µM), without a hit: at the highest dose activation, actives largely listed as activators. 0.079% of 360,000 active. EPAC2 activation, biochemical qHTS; response scale: 100% = 6.5 mM cAMP response; also: potency is read from the fitted curve at half-maximal effect; nearly all actives have a fitted effect of over 50% in size
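Exchange assay: 100 nM EPAC2 with 250 nM Rap1B-BODIPY-GDP and 50 uM GDP. Fluorescence (ex 480/em 540 nm) read every 5 min for 30 min at room temperature. Data normalized to 6.5 mM cAMP as agonist control.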
MmCpn inh: blocks the Methanococcus maripaludis chaperonin Mm-Cpn | purified Mm-Cpn ATPase, ADP Transcreener TR-FRET | Potency, µM (top dose mostly 76.9 µM), for the others: at the highest dose activity, negative = inhibition, actives largely listed as inhibitors | 0.031% of 330,000 active; also: potency is read from the fitted curve at half-maximal effect; % is scaled to controls: 0 for no effect and ±100 for the full control effect; nearly all actives have a fitted effect of over 80% in size
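Purified archaeal Mm-CPN (25nM final) preincubated 10 min at 37degC with compound, then 10uM ATP for 30 min at 37degC; ADP measured by HTRF Transcreener TR-FRET; buffer 30 mM TRIS pH 7.4, 100mM KCl, 5mM MgCl2, 1mM DTT.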
PTHR1 agonist: activates the human parathyroid hormone receptor PTHR1. HEK293 GP2 PTHR1 cells, GloSensor cAMP luminescence, 1 h. Potency, µM (series often up to 115 µM), for the others: at the highest dose activation, most hits filed as activators. AID 743266. 0.075% of 410,000 active; also: potency is read from the fitted curve at half-maximal effect; nearly all actives have a fitted effect of over 55% in size; some results filed as inactive show a strong effect at the top dose; inactives centre near -15; many of its hits are not listed in these tables
Target sequence (Q03431 whole entry, looked up): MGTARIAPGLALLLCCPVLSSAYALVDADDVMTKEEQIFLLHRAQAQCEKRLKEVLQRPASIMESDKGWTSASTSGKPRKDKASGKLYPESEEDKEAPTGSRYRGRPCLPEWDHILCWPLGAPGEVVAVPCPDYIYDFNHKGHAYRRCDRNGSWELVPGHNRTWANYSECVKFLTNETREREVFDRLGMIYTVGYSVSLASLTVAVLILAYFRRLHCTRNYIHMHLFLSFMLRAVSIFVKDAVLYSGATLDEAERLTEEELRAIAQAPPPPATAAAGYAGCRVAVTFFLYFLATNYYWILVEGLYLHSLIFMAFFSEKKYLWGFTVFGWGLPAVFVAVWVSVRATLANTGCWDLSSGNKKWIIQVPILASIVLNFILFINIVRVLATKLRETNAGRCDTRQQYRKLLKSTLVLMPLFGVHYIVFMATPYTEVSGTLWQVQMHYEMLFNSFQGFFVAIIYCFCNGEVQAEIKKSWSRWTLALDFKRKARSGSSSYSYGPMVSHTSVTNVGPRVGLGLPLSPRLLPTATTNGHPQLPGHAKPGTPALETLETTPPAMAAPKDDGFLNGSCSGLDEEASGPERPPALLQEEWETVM
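HEK-293-derived GP2 cells expressing PTHR1 and a GloSensor cAMP reporter, 3,000/well, plated overnight, given luciferin plus IBMX (each 0.5 mM as added) for 1 h at 37 °C, then compound for 1 h at 37 °C. Luminescence was read after 15 min at room temperature.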
D3 ag: D3 dopamine receptor (human) agonism; AID 652048; P35462; max activation, %; D3R DiscoveRx beta-arrestin cells, luminescence, 90 min; 0.58% of 410,000 active; in the data active = max activation above about 30%; also: 0% is about no effect; mostly tested at two doses, the higher about 12 µM
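Cells at 1500/well, incubated overnight, then treated with pinned compounds (dopamine as control) for 90 min at 37 degrees C. DiscoveRx reagent added for 30 - 60 minutes at room temperature; luminescence read.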
EPAC2 antag: EPAC2 (human) antagonism; Potency, µM (series often up to 114 µM), for inactives: at the top dose activity, negative = inhibition, most hits filed as inhibitors; EPAC2 GEF exchange of Rap1B-BODIPY-GDP, fluorescence; 0.18% of 360,000 active; AID 720708; also: potency is read from the fitted curve at half-maximal effect; % is scaled to controls: 0 for no effect and ±100 for the full control effect; nearly all actives have a fitted effect of over 45% in size; many of its hits are not listed in these tables
Starred values were filed as active, the others as inactive; i = inactive; ? = inconclusive; . = not tested or not shown; & = joins results of further samples; [ ] = remark or other dose. Unless noted, calls follow the shape of the dose curve; as a rule, active = well fitted curve in the direction sought with a large enough effect; inconclusive = small, poorly fitted or top-dose-only effect, or another doubt; inactive = no such curve, though single readings can be large; an effect the other way counts as inactive or inconclusive. This is a subset. The share of hits here may be higher or lower than overall.

SMILES	CCT modulator	D3 antag	pAkt inh	EPAC2 ag	MmCpn inh	PTHR1 agonist	D3 ag	EPAC2 antag
CC[C@]12c3[nH]c4ccc(OC)cc4c3CCN1C(=O)C(CC(=O)NCCC1=CCCCC1)C[C@@H]2C(=O)N1CCN(C(=O)C2CC2)CC1 (some centres undefined)	-3.0	3	i	3%	3%	i	17	7%
CCC(C)NC(=O)Cn1cccc1C(=O)c1ccccc1 (centres undefined)	0.8	-16	i	9%	0%	-21%[57.5 µM]	-2	-1%
CC(OC(=O)c1cccc([N+](=O)[O-])c1)C(=O)N1CCc2ccccc21 (centres undefined)	-0.6	-19	i	6%	0%	-15%	-1	0%
C=CCNC(=S)NN(c1ccccc1)c1ccccc1	-5.7	-4	i	-8%	-2%	-24%	-1	-27%
Cn1c2c(c(=O)n(C)c1=O)C(C(F)(F)F)(C(F)(F)F)N=C(C1CCCCC1)N2	0.7	46	i	2%	-6%	-14%	9	4%
CC(=O)Nc1c(OC(C)=O)ccc2c(C)cc(=O)oc12	0.2	-16	i	4%	-6%	i	3	1%
CCc1ccccc1NC(=O)CCN1C(=O)C2CC=CCC2C1=O (centres undefined)	0.3	-8	i	5%	0%	i	-8	-4%
CC(C)N(C(=S)NCc1ccccc1)c1ccccc1	-0.8	10	i	-11%	-2%	-16%	-7	-17%
CCCCC/C=C\C/C=C\C/C=C\CCCCC(=O)O	-1.7	9	i	-6%	2%	-23%	-11&-7	-7%
CCN=C1S/C(=C\c2ccc(N3CCOCC3)cc2C)C(=O)N1CC	-1.2	15	i	-5%	0%	i	9	-27%

Single values from the entries so far:
`CCC(C)NC(=O)Cn1cccc1C(=O)c1ccccc1` (centres undefined) @ CCT modulator = 0.8
`CCN=C1S/C(=C\c2ccc(N3CCOCC3)cc2C)C(=O)N1CC` @ D3 antag = 15
`Cn1c2c(c(=O)n(C)c1=O)C(C(F)(F)F)(C(F)(F)F)N=C(C1CCCCC1)N2` @ CCT modulator = 0.7
`CC[C@]12c3[nH]c4ccc(OC)cc4c3CCN1C(=O)C(CC(=O)NCCC1=CCCCC1)C[C@@H]2C(=O)N1CCN(C(=O)C2CC2)CC1` (some centres undefined) @ EPAC2 antag = 7%

Other records follow.
SMILES	CCT modulator	D3 antag	pAkt inh	EPAC2 ag	MmCpn inh	PTHR1 agonist	D3 ag	EPAC2 antag
Cc1ccccc1OCCN1C(=O)c2ccccc2C1=O	-2.1	-6	i	13%	-2%	-37%[inhibitor]	-1	-2%
O=C(CNC(=O)c1cc(S(=O)(=O)N2CCOCC2)ccc1N1CCCC1)Nc1ccc(F)c(F)c1	0.6	?	i	10%	.	i	-15	-7%
Cc1cc(N2C(=O)c3ccc(C(=O)NCc4ccccc4)cc3C2=O)no1	-3.1	16	.	2%	0%	-5%[57.5 µM]	3	-2%
CC1(C(=O)NCc2ccc(F)c(F)c2)Cc2c(-c3cccc(C(F)(F)F)c3)ccnc2O1 (centres undefined)	0.3	29	i	-3%	.	-44%[inhibitor]	-3	-18%
O=C(Nc1ccc2c(c1)OCCO2)C(c1ccnc2ccccc12)N1CCC(Cc2ccccc2)CC1 (centres undefined)	-29	-16	i	13%	.	-21%	-6	2%
Cc1cc(F)ccc1NCc1ccccc1[N+](=O)[O-]	0.2	12	i	3%	1%	-22%	-2	-27%
COc1ccccc1NC(=O)c1sc2ncn(Cc3ccccc3C)c(=O)c2c1C	-3.3	7	i	1%	-3%	-17%[57.5 µM]	-5	-2%
O=c1c(-c2ccccc2)[n+]([O-])c2ccccc2n1O	-3.5	?	i	13%	-2%	i	-2	1%
CN(C)Cc1c(C#N)c2ccccc2n1C	-0.7	-23	i	9%	1%	i	-48	3%
O=C(c1cc(Cl)nc2ccccc12)N(Cc1nnc(-c2ccc(Cl)cc2)o1)C1CC1	0.2	-1	i	12%	-1%	-28%	-1	1%
CCCc1cc(=O)oc2c(C)c(OC(C)C(=O)NCC(O)c3ccccc3)ccc12 (centres undefined)	-0.2	1	i	0%	-1%	i	3	-7%
CN1C(=O)N(CC(=O)Nc2sccc2C(N)=O)C(=O)C12CCCCC2	-0.3	-11	i	6%	-2%	-20%	0	-4%
Cc1nc(-c2cccc(Br)c2)ccc1C(=O)O	-1.4	-18	i	8%	-2%	i	-6	5%
CCOC(=O)c1sc(NC(=O)c2ccc(S(=O)(=O)N(C)C)cc2)nc1C	-0.6	-7	i	-6%	-2%	i	-9	-9%
O=C(COC(=O)c1c(F)cccc1F)Nc1ccc(N2CCCCC2)cc1	1.5	12	i	3%	1%	i	6	5%
OCCCNc1ncnc2c1ncn2[C@H]1CN(Cc2ccc(Cl)cc2)C[C@@H](CO)O1	-1.3	5	i	11%	.	-24%	-3	-4%
CC(C)CN(C(=O)c1cc(Cl)nc2ccccc12)C1CCS(=O)(=O)C1 (centres undefined)	-2.5	-19	i	10%	-2%	i	-2	-7%
COCC(=O)N1CCCC(N(C)CCc2ccc(OC)c(OC)c2)C1 (centres undefined)	-0.3	-13	i	6%	-1%	-8%	-12	6%
CC(C)Cn1c(=O)[nH]c(=O)c2c(C(F)(F)F)cc(-c3ccccc3)nc21	0.1	-14	i	-6%	0%	-30%	-1	1%
CCOC(=O)c1c(NC(=O)C2c3ccccc3Oc3ccccc32)sc(C(=O)N(CC)CC)c1C	2.6	13	i	7%	2%	-5%	-5	-8%
COc1ccc(C)cc1NC(=O)C(Sc1nnnn1C)c1ccccc1 (centres undefined)	-3.2	3	i	8%	1%	-3%	-7	-18%
CCCCn1c(CCC(=O)O)nc2c1c(=O)[nH]c(=O)n2CCC	-3.3	50	i	-1%	1%	i	0	2%
CCc1cccc2c(C(=O)CN3C(=O)NC4(CCCCCC4)C3=O)c[nH]c12	-0.2	-29	i	4%	0%	i	-6	-2%
CN(C)C(CNC(=O)CSc1nc2sc3c(c2c(=O)n1C)CCCC3)c1ccccc1 (centres undefined)	-1.6	-3	i	8%	-20%	25%	-1	-2%
CC(=O)Nc1cc(-c2cccc(N)c2)cn2c(-c3ccccc3)cnc12	0.2	7	i	0%	.	i	2	7%
Cc1cccc(-c2noc(CCCC(=O)NCC3CCCO3)n2)c1 (centres undefined)	0.9	-5	i	1%	-2%	-16%	2	0%
CCOC(=O)C1C(=O)C=C(c2ccc(C)cc2)CC1c1ccc([N+](=O)[O-])cc1 (centres undefined)	-0.6	1	i	-4%	-11%	-43%	1	8%
Cc1cccc(C2=NN(c3ccccc3)[C@@H](C(=O)N3CCOC3=O)[C@@H]2c2ccc([N+](=O)[O-])cc2)c1	0.3	12	i	5%	-1%	i	2	-7%
O=C(C1=C(O)C(=O)N(Cc2ccccc2)C1c1ccco1)c1ccco1 (centres undefined)	-0.1	25	?	-6%	-4%	-11%[57.5 µM]	0	0%[57.1 µM]
Cc1cccc(C)c1NC(=S)N(Cc1cccnc1)Cc1ccccc1Cl	-0.7	6	i	3%	3%	-24%	3	-9%
COc1ccc(/C=N/n2c(-c3ccc(C)cc3)n[nH]c2=S)cc1OC	-4.3	?	i	9%	0%	-5%	-1	3%
CCCCCCCC(=O)N/N=C/c1ccc(Br)cc1	3.2	7	i	-9%	0%	i	0	-2%
c1nc2sc3c(c2c2nnnn12)CCC3	0.1	9	i	10%	-1%	i	1	7%
COc1ccc(NC(=O)Cc2nnc(SCC(=O)NC3=NCCS3)n2C)cc1	-3.0	5	i	-1%	-1%	-22%	3	-4%
COc1ccc(-c2[nH]ncc2/C=N\NC(=O)c2ccc(C(C)(C)C)cc2)cc1OC	-0.3	-3	i	-15%	2%	-13%	-32	-18%
CCN1C[C@@H]2[C@@H]3C(=O)N(Cc4ccccc4)C(=O)[C@@H]3[C@](CC)(C1=O)N2C(=O)c1ccc(Cl)c(Cl)c1	1.2	3	i	-4%	.	-9%	-14	-3%
N#CC1=C(N)NC(SCC(=O)Nc2ccccc2)=C(C#N)C12CCCC2	-7.7	-10	i	6%	0%	-13%	-5	-5%
COc1cccc(S(=O)(=O)Nc2ccc(C(=O)N3CCN(C(=O)c4ccco4)CC3)cc2)c1	-5.4	15	i	-4%	3%	i	1	0%
Cn1nc(C(C)(C)C)c([N+](=O)[O-])c1C(=O)NC1CCCCC1	-0.4	12	.	9%	-7%	i	2	4%
CC(=O)c1cccc(N(CC(=O)NCCc2ccccc2)C(=O)c2csnn2)c1	-0.2	-15	i	12%	1%	2%	-12	3%
C[C@H](NC(=O)[C@H]1N2C(=O)c3ccccc3C2SC1(C)C)C(=O)NCc1ccncc1 (some centres undefined)	0.7	4	i	15%	3%	-15%	-1	6%
c1csc(Cc2nn3c(-c4n[nH]c5c4CCC5)nnc3s2)c1	-0.3	-61*	i	2%	1%	-6%[57.5 µM]	0	6%
O=C(CCNC(=O)c1ccco1)NCCN1C(=O)S/C(=C\c2ccc(F)cc2)C1=O	-2.0	9	i	5%	3%	-21%	0	1%
C[C@H](NC(=O)c1nc[nH]c1C(=O)N1CCc2ccccc2C1)C(=O)OCc1ccccc1	-2.6	32	i	-4%	0%	-33%[inhibitor]	10	-17%
COc1ccc(S(=O)(=O)N2CCCCCC2)cc1C(=O)Nc1cccc(C)n1	-1.4	-7	i	14%	1%	i	-15	-10%
COc1ccc(OCc2cc(C(=O)NC(C)c3cnn(C)c3)no2)c(Cl)c1 (centres undefined)	-1.6	4	i	5%	-3%	-14%	0	-11%

Among those listed so far, these contain a furan ring, fused or not.
SMILES	CCT modulator	D3 antag	pAkt inh	EPAC2 ag	MmCpn inh	PTHR1 agonist	D3 ag	EPAC2 antag
O=C(C1=C(O)C(=O)N(Cc2ccccc2)C1c1ccco1)c1ccco1 (centres undefined)	-0.1	25	?	-6%	-4%	-11%[57.5 µM]	0	0%[57.1 µM]
COc1cccc(S(=O)(=O)Nc2ccc(C(=O)N3CCN(C(=O)c4ccco4)CC3)cc2)c1	-5.4	15	i	-4%	3%	i	1	0%
O=C(CCNC(=O)c1ccco1)NCCN1C(=O)S/C(=C\c2ccc(F)cc2)C1=O	-2.0	9	i	5%	3%	-21%	0	1%

Results in CCT modulator and MmCpn inh, for 3 of the compounds above:
canonical_smiles | CCT modulator | MmCpn inh
O=C(CCNC(=O)c1ccco1)NCCN1C(=O)S/C(=C\c2ccc(F)cc2)C1=O | -2.0 | 3%
C[C@H](NC(=O)c1nc[nH]c1C(=O)N1CCc2ccccc2C1)C(=O)OCc1ccccc1 | -2.6 | 0%
COc1ccc(S(=O)(=O)N2CCCCCC2)cc1C(=O)Nc1cccc(C)n1 | -1.4 | 1%
